p53 reactivation – mutant p53 re-activation in reporter cells. H1299 p53-A138V BP100-luciferase reporter, luminescence, 24 h. Potency, µM (doses to about 92.2 µM), for the others: at the top dose activity change, positive = activation, most hits filed as activators. actives 0.063% (n = 320,000); also: potency is read from the fitted curve at half-maximal effect; % of control where 0% means no effect; nearly all actives have a fitted effect of over 45% in size
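p53-null H1299 cells stably carrying temperature-sensitive p53-A138V and a BP100-luciferase reporter were pinned with compounds (4-point, 1:5 series) and held 24 hrs at 37 deg C. Luminescence was read 10 min after detection reagent.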
ELG1 genotoxic – induces genotoxicity in HEK293T cells with luciferase-tagged ELG1 | HEK293T ELG1-luciferase reporter, luminescence, 16 h | Potency, µM (top dose mostly 46 µM), inactives show top-dose activity change, positive = activation, usual class: activators | actives 1.3% (n = 330,000); also: potency is read from the fitted curve at half-maximal effect; % of control where 0% means no effect; nearly all actives have a fitted effect of over 60% in size
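Cells (2,000/well) expressing the ELG1-luciferase fusion are dosed by pin tool and kept 16 hr at 37 °C, 5% CO2. Signal comes from ONE-Glo luciferase reagent after 30 min at room temperature.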
TSG101-PTAP inh – blocks PTAP/TSG101 interaction to inhibit HIV-1 budding. 340,000 tested, under 10 active. Potency, µM (doses to about 115 µM), for inactives: at the highest dose activity change, negative = inhibition, actives largely listed as inhibitors. AID 493005. Q99816. Fluorescence polarization, FITC-PTAP peptide / Tsg101 binding; active = well fitted inhibition curve with a large enough effect in the main read-out, with a control signal flat, not every such curve was filed as active; inconclusive = small, poorly fitted or top-dose-only effect, or effect the other way, or a change in a side signal; inactive = no such curve, though single readings can be large or run the other way; also: potency is read from the fitted curve at half-maximal effect; % of control where 0% means no effect
Target sequence (Q99816 whole entry, looked up): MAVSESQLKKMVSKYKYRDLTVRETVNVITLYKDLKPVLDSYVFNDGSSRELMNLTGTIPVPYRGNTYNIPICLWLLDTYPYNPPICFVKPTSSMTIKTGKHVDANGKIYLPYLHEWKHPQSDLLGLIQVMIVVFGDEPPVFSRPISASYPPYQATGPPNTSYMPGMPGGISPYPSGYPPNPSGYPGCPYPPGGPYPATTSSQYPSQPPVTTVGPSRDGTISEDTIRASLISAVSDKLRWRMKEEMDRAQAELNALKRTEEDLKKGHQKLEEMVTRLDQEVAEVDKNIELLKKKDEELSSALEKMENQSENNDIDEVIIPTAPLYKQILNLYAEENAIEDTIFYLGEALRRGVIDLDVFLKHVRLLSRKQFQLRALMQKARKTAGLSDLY
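FP read-out: FITC-PTAP peptide, 50 nM final, binding Tsg101 binding domain, 10 uM final; 20 min, r.t.; 10 mM HEPES pH 7.5, 0.15 M NaCl, 0.01% Tween 20, 3 mM EDTA, 0.1 mM TCEP.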
BRCA1 expr up – increases BRCA1 expression | MCF7-BRCA1-FFLuc reporter, luminescence, 48 h; response scale: scaled: vehicle 0%, 10 µM genistein 100% | Potency, µM (highest dose often 46.1 µM), without a hit: at the highest dose activation, usual class: activators | actives 1.1% (n = 380,000); also: potency is read from the fitted curve at half-maximal effect; nearly all actives have a fitted effect of over 80% in size; some results filed as inactive show a strong effect at the top dose
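MCF7 cells carrying a BRCA1-firefly luciferase reporter (2000 cells/well, phenol-red free MEM) were attached for 2 h at 37 °C, then given compounds for 48 h. Luminescence was read 15 min after luciferase reagent; activity normalized to genistein (10 microM) and DMSO.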
B2AR arrestin – recruits beta-arrestin to the human beta2-adrenergic receptor. P07550. actives 0.02% (n = 330,000). beta-arrestin recruitment to beta2AR, cell-based reporter. AID 492947. Potency, µM (doses to about 46.1 µM), for the others: at the highest dose activation, hits mostly activators;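 also: potency is read from the fitted curve at half-maximal effect; 0% = DMSO controls and full agonism = EC100 isoproterenol or metaproterenol; nearly all actives have a fitted effect of over 65% in size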
USP2a inh – USP2a (human) protease inhibition | actives 0.01% (n = 330,000) | USP2 core, Ub-CHOP2 coupled fluorogenic reporter, 485/531 | AID 463254 | Potency, µM (top dose mostly 38.3 µM), for the others: at the top dose activity change, negative = inhibition, usual class: inhibitors;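 also: potency is read from the fitted curve at half-maximal effect; plate controls were DMSO wells for no effect and full inhibition by NEM control for full effect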
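USP2 core (10nM final) preincubated 30min RT with compound in 20mM Tris-HCl pH 8.0, 2mM CaCl2, 2mM beta-mercaptoethanol, 0.05% CHAPS; 25nM Ub-CHOP2 plus 25nM reporter substrate added, fluorescence (Ex485/Em531) read after 60min.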
Eya2 phos inh – Eya2 (human) phosphatase inhibition | AID 488837 | recombinant Eya2, OMFP fluorescence dephosphorylation (OMFP is methylfluorescein phosphate) | actives 0.006% (n = 330,000) | Potency, µM (series often up to 76.9 µM), for inactives: at the top dose activity, negative = inhibition, actives largely listed as inhibitors | O00167; also: potency is read from the fitted curve at half-maximal effect; % is scaled to controls: 0 for no effect and ±100 for the full control effect
Target sequence (O00167 whole entry, looked up): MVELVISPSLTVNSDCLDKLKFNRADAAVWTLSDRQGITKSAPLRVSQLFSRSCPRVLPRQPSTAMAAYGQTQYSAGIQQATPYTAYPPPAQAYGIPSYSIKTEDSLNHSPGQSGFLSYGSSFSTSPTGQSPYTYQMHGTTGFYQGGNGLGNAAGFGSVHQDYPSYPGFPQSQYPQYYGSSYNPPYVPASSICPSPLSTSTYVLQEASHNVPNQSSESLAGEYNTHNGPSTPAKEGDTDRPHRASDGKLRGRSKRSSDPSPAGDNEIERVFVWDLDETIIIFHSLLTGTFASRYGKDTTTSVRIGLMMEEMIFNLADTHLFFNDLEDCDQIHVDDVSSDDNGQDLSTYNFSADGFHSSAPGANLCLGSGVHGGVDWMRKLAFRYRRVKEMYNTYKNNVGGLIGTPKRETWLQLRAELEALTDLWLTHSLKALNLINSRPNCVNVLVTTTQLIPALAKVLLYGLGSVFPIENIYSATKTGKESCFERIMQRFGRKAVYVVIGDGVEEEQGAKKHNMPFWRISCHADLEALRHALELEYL
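Eya2 (0.2 uM) preincubated 10 min at ambient with compound, then OMFP substrate added at 50 uM; 10 min reaction in 50 mM HEPES pH 7.5, 50 mM NaCl, 5 uM MgCl2, 0.05% BSA, 1 mM DTT. Fluorescence read at Ex 485/Em 525 nm.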
uPA generation – inhibitors of cell surface uPA generation | actives 0.31% (n = 330,000) | cell surface uPA generation assay, qHTS | Potency, µM (titrated, usually from 38.3 µM), for the others: top-dose activity change, negative = inhibition, hits mostly inhibitors | AID 540303; active = well fitted inhibition curve with a large enough effect; inconclusive = small, poorly fitted or top-dose-only effect; inactive = no such curve, though single readings can be large or run the other way; tested in mouse RAW 264.7 cells; also: potency is read from the fitted curve at half-maximal effect; % is scaled to controls: 0 for no effect and ±100 for the full control effect; nearly all actives have a fitted effect of over 55% in size
Integrin act MD – activates integrin-mediated alleviation for muscular dystrophy. AID 624291. actives 0.064% (n = 350,000). alpha7betagal myoblasts, beta-gal FDG fluorescence, 48 h. Potency, µM (doses to about 38.3 µM), without a hit: at the top dose activation, hits mostly activators;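 also: potency is read from the fitted curve at half-maximal effect; 100% = response of the positive control SU9516; nearly all actives have a fitted effect of over 60% in size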
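Alpha7betagal+/- myoblasts (passage 13) were plated 16-24 hr, then exposed to compounds (1:260 dilution of DMSO stock) for 48 hours at 37C. After MPER lysis, β-galactosidase reporter activity was read as FDG fluorescence (ex 480/em 540) after 30 minutes.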
TRPV1 agonist – activates the human vanilloid receptor TRPV1 | Q8NER1 | TRPV1-expressing cells, Fluo-8 calcium influx, agonist mode | activation, % at 8.33 µM | actives 0.19% (n = 320,000); in the data active = activation above about 80%; inconclusive = between about 30% and that limit; also: 0% is about no effect
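Fluo-8 calcium influx in TRPV1-expressing cells, kinetic read (ex 480/em 520 nm). Compound added and read 3 min for agonist activity, followed by capsaicin at EC20 final and 2 min further read for enhancement.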
ASM inhibitor – human S-ASM enzyme inhibition. P17405. placental ASM, HMU-PC fluorogenic substrate, 60 min. Potency, µM (top dose mostly 57.5 µM), without a hit: top-dose activity change, negative = inhibition, actives largely listed as inhibitors. actives 0.006% (n = 340,000); also: potency is read from the fitted curve at half-maximal effect
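Fluorogenic HMU-PC substrate (9 uM final) is turned over by placental ASM in 60 min at 37 C after a 10 min compound preincubation. Reaction ended by alkaline stop (pH 10), with fluorescence read at 386/447 nm.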
Active calls of the source: *; ? = inconclusive; nt = no result given. Unless noted, calls follow the shape of the dose curve; as a rule, active = well fitted curve in the direction sought with a large enough effect; inconclusive = small, poorly fitted or top-dose-only effect, or another doubt; inactive = no such curve, though single readings can be large; an effect the other way counts as inactive or inconclusive.

SMILES	p53 reactivation	ELG1 genotoxic	TSG101-PTAP inh	BRCA1 expr up	B2AR arrestin	USP2a inh	Eya2 phos inh	uPA generation	Integrin act MD	TRPV1 agonist	ASM inhibitor
CC(NC(=O)CN1C(=O)c2ccccc2C1=O)c1ccccc1 (configuration not stated)	-1%	3%	-1%	13%	-0.2%	2%	-29%	1%	?	-11	-2%
CC(C)(C)OC(=O)NCCCCCNC(=O)c1[nH]cnc1C(=O)N[C@@H](CCCCNC(=O)OC(C)(C)C)C(=O)OC(C)(C)C	0%	-15%	-4%	-36%	-0.1%	-2%	-21%	0%	-15%	11	6%
CN(CCCN1CCOCC1)C(=O)c1cc(COc2c(F)cccc2F)on1	10%	-3%	nt	-9%	-0.8%	1%	-8%	-6%	17%	4	-3%
CC(C)N1CCc2c(sc(NC(=O)c3nc4ccccc4s3)c2C(N)=O)C1	-4%	1%	3%	1%	0.0%	0%	-28%	nt	?	0	10%
CC(C)(C)OC(=O)N1Cc2ccccc2C[C@H]1C(=O)NCC(=O)NC1CCCC1	-5%	0%	-5%	14%	0.4%	2%	18%	6%	-6%	3	4%
O=C(Nc1ccc(Cn2cccn2)cc1)c1ccc(COc2ccc(Br)cc2)cc1	1%	1%	-3%	40%	-0.2%	2%	4%	10%	13%	1	2%
Cc1occc1C(=O)n1cnc2ccccc21	-18%	0%	nt	nt	0.9%	0%	0%	nt	nt	-7	nt
CCc1cc(-c2n[nH]c(=S)n2CC(C)C)cs1	7%	0%	1%	-14%	-0.7%	3%	1%	-3%	-2%	-2	2%
COc1ccc(C(C)(C)C)cc1NC(=O)c1ccccc1-n1cnnn1	-2%	1%	-2%	-2%	-1.2%	-1%	-15%	-13%	-38%	nt	-3%
COc1ccc(/C=C/C(=O)N2CCN(c3ccccc3)CC2)cc1S(=O)(=O)N1CCOCC1	-2%	-11%	0%	-36%	0.1%	4%	-1%	5%	4%	3	-1%
O=C(c1ccc(S(=O)(=O)Nc2ccccc2)cc1)N1CCCCCCC1	1%	12%	-8%	-15%	-0.2%	3%	7%	5%	0%	2	5%
COc1ccccc1NNC(=O)c1cccnc1Oc1ccccc1	-3%	4%	-1%	0%	-0.4%	-2%	2%	-8%	-19%	nt	0%
O=C(Nc1cccc(Cl)c1Cl)C1CCN(C(=O)c2cccs2)CC1	-8%	-3%	-1%	-7%	0.6%	4%	-2%	2%	-2%	1	0%
COc1ccc2oc(C(=O)N3CCN(C(=O)c4ccco4)CC3)c(C)c2c1	-4%	2%	-3%	-25%	0.1%	-8%	-27%	0%	1%	?	0%
Cc1ccccc1OCC(=O)Nc1nnc(COc2ccccc2)s1	nt	nt	-2%	-12%	nt	nt	nt	-1%	18%	nt	-1%
CC(NC(=O)NC(N)=O)(C(F)(F)F)C(F)(F)F	0%	1%	-3%	10%	0.0%	2%	-21%	12%	0%	1	2%
O=C(NCc1ccco1)Oc1ccccc1	nt	nt	-13%	8%	nt	nt	nt	nt	6%	-1	-1%
CCN(Cc1ccncc1)Cc1ccc(OC)c(OC)c1	6%	-4%	-3%	-9%	-0.7%	1%	6%	19%	-2%	-4	0%
CN1C(=O)CC(Sc2ccccc2C(=O)O)C1=O (configuration not stated)	-5%	1%	0%	-2%	-0.3%	1%	10%	nt	-35%	0	2%
COc1ccc(/C=C2\N=C(C)N(c3ccc(C(=O)O)cc3)C2=O)cc1OC	-1%	1%	-6%	-21%	0.0%	0%	-3%	-16%	3%	-2	1%
CC(C)[C@H](NC(=O)c1ccccc1Cl)C(=O)OCC(=O)N1CCCCC1	?	17%	-4%	?	-1.0%	4%	-7%	?	?	nt	3%
CCOC(=O)c1[nH]c(C)c(C(=O)Nc2ccc(C)c(Cl)c2)c1C	-1%	8%	0%	-54%	-0.9%	1%	-5%	nt	-38%	?	-2%
CC(C)CNC(=O)COC(=O)c1ccc2c(c1)C(=O)N(Cc1ccco1)C2=O	3%	-2%	-1%	-12%	0.0%	0%	-1%	2%	-2%	2	0%
CN1CC(=O)N/C1=N\C(=O)Nc1ccc2c(c1)N(C)C(=O)CS2	-1%	?	-7%	-14%	-0.4%	-1%	2%	-5%	-18%	-7	-2%
COc1ccc(/C=C(\NC(=O)c2ccc(C)cc2)C(=O)Nc2ccc(C(=O)O)cc2)cc1	12%	11%	-6%	33%	5.3%	0%	6%	5%	11µM*	1	2%
CCc1cc(C(=O)N2CCCc3ccccc32)sc1C	nt	nt	0%	27%	nt	nt	nt	10%	-36%	nt	-1%
O=C(CSC1=NS(=O)(=O)c2cc(F)ccc2N1)NCc1ccccc1Cl	1%	0%	-3%	-6%	0.5%	1%	15%	0%	13%	-3	-1%
COc1ccc(Cl)cc1NC(=O)CSc1nc(NS(=O)(=O)c2ccc(C)cc2)cc(=O)[nH]1	-2%	?	-1%	-5%	-0.3%	3%	0%	nt	?	-1	-2%
COc1ccc(-c2noc(CCC(=O)NCCc3ccccc3)n2)cc1	6%	-3%	0%	10%	0.4%	6%	4%	6%	0%	-6	3%
COc1cccc(NC(=O)Cn2c(=O)n(CCC(=O)NCc3ccco3)c(=O)c3ccccc32)c1	3%	-5%	-2%	1%	0.3%	4%	14%	22%	-13%	-2	-1%
CN(C)c1ccc(P(=O)(OCc2ccccc2)C(O)c2ccc(Cl)cc2)cc1 (configuration not stated)	5%	7%	1%	-25%	0.5%	3%	4%	6%	14%	-1	-4%
Cc1ccc(C)c(-c2cc(C(=O)Nc3sc(C)c(C)c3C(N)=O)c3ccccc3n2)c1	-1%	-15%	-2%	-87%	0.2%	-2%	-17%	nt	-8%	21	-14%
Cc1cccc2nc(CSc3nc4[nH]ncc4c(=O)n3-c3ccccc3Cl)cc(=O)n12	-5%	2%	-1%	-26%	-0.1%	-1%	-2%	-3%	-15%	3	15%
COc1ccc(OC)c(C2CC(=O)N3CN(c4ccc(C)c(Cl)c4)CSC3=C2C#N)c1 (configuration not stated)	13%	5%	-1%	-1%	-0.6%	4%	4%	-23%	-15%	0	0%
C=CCc1cc(C=O)cc(OC)c1OCc1ccc(C(=O)O)cc1	-1%	2%	4%	35%	-0.2%	6%	-4%	2%	7%	-5	5%
COc1ccc(CN2C(=O)c3ccccc3C2=O)cc1	nt	4%	-6%	17%	0.1%	4%	?	0%	2%	7	2%
O=C(NCc1nc2ccccc2[nH]1)C1=C[C@H](c2ccc(C(F)(F)F)cc2)C[C@H](OCCCCO)O1	nt	nt	-8%	-38%	nt	nt	nt	-4%	11%	nt	-16%
Cc1c(Cl)cccc1NC(=O)NCc1ccccn1	?	13%	-5%	25%	-0.1%	-1%	-4%	8%	0%	1	6%
Cc1nn(CC(=O)N2CCN(Cc3ccccc3)CC2)c(=O)c2ccccc12	0%	7%	-11%	-44%	-0.2%	-1%	-4%	3%	-11%	-2	1%
O=C(NCCCN1CCOCC1)C(=O)NCc1ccco1	-2%	3%	-2%	-9%	0.2%	7%	5%	-6%	4%	-3	0%
NC(=O)c1ccc(NC(=O)CCN=C2NS(=O)(=O)c3ccccc32)cc1	0%	-1%	-1%	14%	-0.2%	1%	2%	1%	28%	0	0%
O=C(O)CCCC(=O)Nc1ccc(S(=O)(=O)Nc2nccs2)cc1	-3%	1%	-5%	-4%	-0.4%	2%	-29%	8%	1%	-1	-1%
COc1cc(/C=N/NC(=S)Nc2cccc(C(=O)O)c2)ccc1O	-6%	1%	0%	-43%	-0.4%	3%	-3%	-4%	4%	-2	24%
O=C(c1ccc2c(=O)n(Cc3ccco3)c(=S)[nH]c2c1)N1CCN(Cc2ccccc2)CC1	10%	-2%	-4%	-39%	4.1%	-2%	-11%	nt	-26%	11	-1%
O=C(c1ccc(S(=O)(=O)Nc2ccccc2Cl)cc1)N1CCOCC1	7%	-2%	-2%	-7%	-0.1%	-1%	14%	1%	8%	-2	4%
CC1C(Br)C(=O)NC(=O)N1Cc1ccccc1 (configuration not stated)	0%	0%	-3%	5%	0.0%	2%	-6%	-1%	18%	2	5%
O=C(CNS(=O)(=O)c1ccc(Br)s1)N1CCCC1	0%	-5%	-4%	-6%	-1.9%	-1%	-23%	0%	2%	1	-1%
C=CCn1c(SCC(=O)N(CCOC)c2c(N)n(CCCC)c(=O)[nH]c2=O)nnc1-c1ccc(Cl)cc1	-6%	-3%	-13%	-1%	-0.2%	-1%	17%	-4%	-11%	0	0%
CCOc1ccc(N=Cc2ccccc2O)cc1	nt	nt	-1%	-18%	nt	nt	nt	-3%	17%	nt	-2%

Bioassay records: PubChem, National Center for Advancing Translational Sciences (NCATS)
